S1P4 agonist: activates the human S1P4 receptor; AID 1509; S1P4-expressing cell line, agonist reporter assay; activation, % at 4.98 µM; 220,000 tested, 0.35% active; in the data active = activation above about 11%;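 note: 0% = DMSO vehicle and 100% = reference agonist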
p47phox inh: inhibitors of human p47phox binding | P14598 | p47phox/p22phox peptide binding, fluorescence polarization, 2 h | inhibition, % at 24.7 µM | 220,000 tested, 0.53% active;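 active = inhibition above about 30%, limit read from the data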;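 note: 0% = p47phox with labelled peptide and 100% = labelled peptide alone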
Target sequence (P14598 whole entry, looked up): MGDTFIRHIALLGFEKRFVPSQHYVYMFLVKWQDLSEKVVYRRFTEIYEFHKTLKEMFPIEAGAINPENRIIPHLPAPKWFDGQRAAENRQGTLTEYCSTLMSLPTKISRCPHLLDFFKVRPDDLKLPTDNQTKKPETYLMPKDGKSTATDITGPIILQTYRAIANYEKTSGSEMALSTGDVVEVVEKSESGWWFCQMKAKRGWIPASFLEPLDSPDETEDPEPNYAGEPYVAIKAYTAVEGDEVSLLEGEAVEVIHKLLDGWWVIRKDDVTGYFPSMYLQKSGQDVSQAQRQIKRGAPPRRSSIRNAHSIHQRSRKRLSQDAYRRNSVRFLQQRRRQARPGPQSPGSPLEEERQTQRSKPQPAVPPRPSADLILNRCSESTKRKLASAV
Ba/F3 V617F tox: reduce viability of Ba/F3 cells dependent on JAK2V617F; Ba/F3 EpoR-JAK2V617F viability, ATP luminescence; inhibition, % at 5.6 µM; 220,000 tested, 1.1% active; AID 1446;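 active = inhibition above the campaign mean plus 3 SD over all tested compounds, cut at about 24% in these data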;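 note: cytokine-independent growth of Ba/F3 cells driven by EpoR plus mutant JAK2; 0% = DMSO-treated cells and 100% = JAK inhibitor I control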
NPY1 pot ag: potentiates or activates human NPY-Y1 receptor; P25929; NPY-Y1 expressing cells, potentiator/agonist activation; activation, % at 3.6 µM; 220,000 tested, 0.37% active; AID 1304; in the data active = activation above about 33%, passing the limit was not always enough;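 note: cells stimulated with NPY at EC10 then isoproterenol at EC100; 0% = low agonist plus stimulus and 100% = saturating agonist plus stimulus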
NPY-Y2 PAM-ag: potentiates or activates human NPY-Y2 receptor; cells expressing NPY-Y2, potentiator/agonist read-out; 220,000 tested, 0.45% active; activation, % at 3.6 µM; AID 1359; in the data active = activation above about 27%;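 note: cells stimulated with NPY near EC25 plus isoproterenol at EC100; 0% = vehicle plus submaximal agonist and 100% = vehicle plus saturating agonist; some results beyond the cut were filed as inactive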
Target sequence (P49146 whole entry, looked up): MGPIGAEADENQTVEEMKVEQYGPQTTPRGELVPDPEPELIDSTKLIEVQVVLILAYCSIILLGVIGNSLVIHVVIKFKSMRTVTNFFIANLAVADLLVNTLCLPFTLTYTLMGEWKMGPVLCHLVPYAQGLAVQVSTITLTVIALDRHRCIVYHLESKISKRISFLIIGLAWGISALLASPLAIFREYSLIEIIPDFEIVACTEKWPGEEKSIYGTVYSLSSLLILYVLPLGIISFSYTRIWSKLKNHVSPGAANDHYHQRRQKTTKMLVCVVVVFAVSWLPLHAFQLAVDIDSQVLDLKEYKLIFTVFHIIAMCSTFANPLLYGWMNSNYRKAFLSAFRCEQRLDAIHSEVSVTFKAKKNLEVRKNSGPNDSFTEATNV
S1P4 antag: blocks the human S1P4 receptor | O95977 | S1P4-expressing cells, antagonist mode, reporter read-out | inhibition, % at 4.98 µM | 220,000 tested, 0.26% active | AID 1510; in the data active = inhibition above about 29%;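 note: 0% = wells stimulated with agonist and 100% = vehicle wells without agonist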
NPY Y1 blocker: antagonists of human neuropeptide Y receptor Y1. P25929. HEK293-CNG Y1 cells, membrane potential fluorescence; NPY at EC95, then isoproterenol. inhibition, % at 3.6 µM. 200,000 tested, 1% active. AID 1040;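 active = inhibition above the campaign mean inhibition of all tested compounds plus 3 SD, cut at about 20% in these data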;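 note: 0% = DMSO wells given NPY plus isoproterenol and 100% = isoproterenol alone without NPY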
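Test system: HEK293 cells co-expressing NPY Y1 receptor and cyclic-nucleotide gated channel; Also added: NPY (25 nM), isoproterenol (1 µM), Ro 20-1724 (25 µM); Compound dosing: one concentration, 3.6 µM, in 0.4% DMSO; Timing: dye 3 h, compound 60 min room temperature, stimulation 45 min; Technique: Membrane-potential fluorescent dye readout.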
BaF3 tox: counter-screen for JAK2V617F inhibitors: parental Ba/F3 viability inhibitors; CellTiter-Glo ATP luminescence; inhibition, % at 5.6 µM; 220,000 tested, 1.1% active; AID 1486;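 active = inhibition above a per-campaign cutoff, the mean inhibition of all tested compounds plus 3 SD, cut at about 27% in these data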;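 note: 0% = DMSO wells and 100% = JAK Inhibitor I control wells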
CHOP inh: CHOP inhibition in unfolded protein response. CHO-K1 CHOP-promoter luciferase, tunicamycin-induced, 15-18 h. inhibition, % at 10 µM. 220,000 tested, 3.8% active;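 active = compounds that reduced the stress-induced luciferase reporter signal by more than about 70% of percent inhibition, limit read from the data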;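 note: 0% = tunicamycin plus vehicle and 100% = wells without tunicamycin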
Starred values were filed as active, the others as inactive; . = no result given.

SMILES	S1P4 agonist	p47phox inh	Ba/F3 V617F tox	NPY1 pot ag	NPY-Y2 PAM-ag	S1P4 antag	NPY Y1 blocker	BaF3 tox	CHOP inh
CCN(CC(=O)NC1CCCCC1)S(=O)(=O)c1ccc(Cl)cc1	1.2	3	1	5	0	-16	2	4	-3
CC(C)(C)n1nnnc1C(c1cccs1)N(Cc1ccc(Cl)cc1)CC1CCCO1 (stereo not given)	2.7	-18	0	-21	2	0	11	2	57
CCCOP(=O)(c1ccccc1)c1ccccc1	2.5	2	1	4	12	-10	-1	5	6
Cc1cccc(C(=O)Nc2ccc(N3CCN(c4ccc(C(F)(F)F)cn4)CC3)nc2)c1	-0.4	-31	-1	9	23	4	.	2	2
Cc1cc(C)c(CSc2ncc(-c3ccc([N+](=O)[O-])cc3)[nH]2)c(C)c1	3.6	-21	0	7	9	7	-3	5	75*
Cc1ccc(-c2cc(C(=O)Nc3cc(C)on3)no2)cc1	-0.1	-6	-1	2	-9	-7	7	2	-2
Cc1ccc(CC(=O)N2CCN(c3ccccn3)CC2)cc1	3.2	7	1	-13	-6	3	10	5	-5
Cc1ccc2nc(Cl)c3cc(C(=O)N(CCN(C)C)Cc4ccco4)sc3c2c1	-1.8	-11	-1	-26	1	-11	7	4	20
CCn1c(SCC(=O)NCC(=O)Nc2ccc(F)cc2)nnc1-c1cccs1	0.9	-2	1	23	5	6	-4	5	-2
CC1=CC(C)(C)N2C(=O)C3(C(C#N)=C(N)Oc4cc(O)ccc43)c3c(C)c(C)cc1c32 (stereo not given)	1.9	-13	-1	41	10	1	-3	7	96*
CC(C)[C@H](NC(=O)Nc1ccccc1F)C(=O)O	-0.5	-13	-3	-10	9	-6	4	0	37
COc1ccc(CNC2CCCC2)c(OC)c1OC	0.7	-11	-1	-8	4	-5	0	-1	-29
COc1ccccc1Nc1nc(N)nc(CN2CCCCC2)n1	-0.2	0	3	13	2	-4	11	8	-8
CSc1nnc(-c2ccc(S(=O)(=O)N3CCCC3)cc2)n1C	-0.9	-1	6	-8	3	0	1	7	47
CCNC(=O)CC1C(=O)N(c2ccc(F)cc2)C(=O)N1Cc1cccs1 (stereo not given)	2.3	0	3	10	-6	-23	5	8	-5
CCCNCc1cc(OC)c(OCc2ccccc2)cc1Br	0.0	-1	-2	-11	-25	-6	1	8	11
COc1nc(N2CCCCCC2)nc(N2CCCCCC2)n1	1.3	-1	0	11	19	1	-4	6	88*
Cc1cc(C(=O)N2CCN(c3ccc([N+](=O)[O-])cc3)CC2)no1	1.5	-3	3	7	10	-6	2	7	17
Cc1ccccc1OCc1nc(-c2ccc(NC(=O)c3cccs3)cc2)no1	-1.6	-12	0	14	2	-29	-1	4	56
CC(=O)Nc1ccc(/C(C)=N/NC(=O)C2CC2c2ccccc2)cc1 (stereo not given)	-2.3	-14	-2	-21	11	-6	5	2	20
CCOc1ccc(NC(=O)CN2CC(c3ccccc3)CC2=O)cc1 (stereo not given)	0.5	-6	0	15	2	-19	0	6	14
O=C(NC1CCCCC1)N(CCO)Cc1cc2cc3c(cc2[nH]c1=O)OCCO3	1.7	4	-2	-3	23	13	1	0	3
Cc1nc2ccc(S(=O)(=O)NC(CC(C)C)C(=O)O)cc2s1 (stereo not given)	-2.0	-5	4	-39	-38	-1	16	3	-2
CCOc1ccc(NC(=O)CSCc2cnn(-c3ccccc3)c2-n2cccc2)cc1	-1.0	-50	-3	-42	-7	-19	7	1	-7
Cc1cc(C)nc(SCC(=O)NNC(=O)c2ccccc2C)n1	-0.5	-10	0	-8	-1	3	-1	2	-16
O=c1[nH]nc(Cc2ccc(-c3cccc(Cl)c3)o2)c2ccccc12	-2.2	-22	3	-29	-20	-17	7	7	72*
CC(=O)N(/N=C/c1cccc(C)c1)c1nc(-c2ccc(Br)cc2)cs1	-2.5	-7	-2	16	-11	-11	11	3	95*
O=C(N/N=C/c1c(Cl)cccc1Cl)c1cccc(F)c1	2.9	-4	2	-33	-3	-8	3	2	-1
Cc1ccccc1C1=N/C(=C/c2cccnc2)C(=O)O1	0.6	4	0	-12	-2	-12	7	4	29
Cc1ccc(C(=O)NNC(=O)CSc2nnc3c(n2)[nH]c2ccc(F)cc23)cc1	-2.4	0	-5	-25	-9	-7	-4	3	12
Cc1ccc(Cn2c(-n3nc(C)cc3C)nc3c2c(=O)[nH]c(=O)n3C)cc1	-0.3	10	-2	15	0	-19	-2	0	-10
COc1ccccc1/C=C(/C(=O)NCCCn1ccnc1)c1ccccc1	-0.6	-3	3	-12	-11	11	1	-3	8
Fc1ccccc1OCCSc1nc2ccccc2o1	-3.7	1	-5	-25	-1	-18	6	3	63
O=c1cc(-c2ccccc2)nc2nc(COc3ccccc3)[nH]n12	0.4	-2	-2	-15	-14	8	6	0	-8
C[C@]12CC[C@@H]3c4ccc(OC(=O)c5ccccc5)cc4CC[C@H]3[C@@H]1CC[C@@H]2O	-0.9	3	3	3	-8	2	-1	4	20
CCc1ccc(Nc2cnn(-c3nc4ccccc4s3)c(=O)c2Cl)cc1	0.2	-4	-6	-10	-12	-20	2	5	62
COc1ccc(C(=O)CCC(=O)O)cc1	1.0	-1	0	-20	-13	-15	8	3	35
Cc1ccc2nc(NC(=O)CSCc3ccccc3)sc2c1	2.1	-19	-2	1	1	4	6	4	46
COc1cccc(OC)c1CNC(=O)CCSCc1ccccc1F	0.4	-10	-2	-20	-23	-1	6	0	-7
CN(C)Cc1ccccc1COc1ccccc1	1.6	-7	-3	15	-8	-12	3	-1	28
NS(=O)(=O)c1ccc(N/N=C/c2cn(-c3ccccc3)nc2-c2cccs2)c([N+](=O)[O-])c1	38*	9	3	14	-2	1	-4	3	61
Cc1nnc(Sc2cc(C(=O)NCCCOC(C)C)c3ccccc3n2)s1	0.1	-2	-5	5	3	-6	.	5	-7
CN1CCN(NC(=S)NC2CCCC2)CC1	0.8	-3	-2	5	11	-8	10	2	4
O=C(O)CCC1=C2c3ccccc3CCN2C(=O)CC1	0.4	0	-1	-34	-14	0	2	3	25
Cn1ncc(Cl)c1C(=O)N1CCN(C(=O)c2ccco2)CC1	0.7	-9	-1	16	4	1	-2	0	17
C/C(=N/NC(=O)c1cc(-c2ccc(Br)s2)[nH]n1)c1ccco1	-1.1	-7	3	-2	-17	-10	0	5	41
S=C(Nc1ccccc1Cl)N1CCC(c2ccccc2)C1 (stereo not given)	0.5	.	1	4	13	-23	-1	5	-7
Cc1cccc(C(=O)NCC(c2ccco2)N(C)C)c1 (stereo not given)	-1.1	9	-3	13	7	-3	-1	2	0
CC1CCCC(C)N1C(=O)c1cc2ncc(CCCl)cn2n1 (stereo not given)	0.8	-5	0	-5	-9	-7	3	3	13
COc1ccc(CNC(=O)c2ccc(CS(=O)(=O)Cc3ccccc3F)o2)cc1	0.4	-7	4	4	-6	-8	-5	6	31
O=C(O)CCC(=O)Nc1ccccc1C(=O)NCc1ccco1	-0.9	0	-1	0	-4	0	2	4	-8
CC12CCC(c3c(CO)nn(-c4ccccc4)c31)C2(C)C (stereo not given)	0.1	-6	-2	6	-1	-1	0	3	-9
CC(NC(=O)COC(=O)c1ccc2c(c1)OCO2)c1ccccc1 (stereo not given)	0.2	6	-3	2	-3	-6	4	-2	-12
Cc1cc(C(=O)NNC(=O)c2cccc(S(=O)(=O)N3CCOCC3)c2)c2ccccc2n1	0.4	3	1	-2	-4	-22	4	3	-2
Cc1ccsc1-c1nc(CSCC(=O)NCCN2CCCC2)c(C)o1	-0.1	-6	-3	-11	-22	1	4	1	30
CCO[C@H]1OC(C(=O)NC2CC2)=C[C@@H](c2ccc(Br)cc2)[C@@H]1CCCO	0.3	8	4	1	-11	7	-3	-3	-16
CCn1cc(C(C)NC(=O)Nc2ccccc2C(=O)OC)c(C)n1 (stereo not given)	0.5	-11	1	-6	-9	-24	-1	5	-9
CC(C)Cc1nc2sc3c(c2c(=O)n1N)CC(C)(C)OC3	0.1	-10	-3	9	-5	-1	.	5	7
Cc1nc2sc(C(c3cccc(F)c3)N3CCN(C(=O)c4ccco4)CC3)c(O)n2n1 (stereo not given)	1.9	-19	0	6	7	-16	-3	4	1
CCn1c(CNC(=O)C(C)(C)C)nc2ccccc21	-1.0	8	-5	3	5	-8	3	-1	14

2 of the compounds above, with two lines to a compound:
Values run as follows: S1P4 agonist, p47phox inh, Ba/F3 V617F tox, NPY1 pot ag, NPY-Y2 PAM-ag, S1P4 antag, NPY Y1 blocker, BaF3 tox, CHOP inh
- Cc1nc2sc(C(c3cccc(F)c3)N3CCN(C(=O)c4ccco4)CC3)c(O)n2n1 (stereo not given)
  1.9, -19, 0, 6, 7, -16, -3, 4, 1
- CC(NC(=O)COC(=O)c1ccc2c(c1)OCO2)c1ccccc1 (stereo not given)
  0.2, 6, -3, 2, -3, -6, 4, -2, -12

Gathered by group, those above containing two or more sulfur atoms
SMILES	S1P4 agonist	p47phox inh	Ba/F3 V617F tox	NPY1 pot ag	NPY-Y2 PAM-ag	S1P4 antag	NPY Y1 blocker	BaF3 tox	CHOP inh
CCn1c(SCC(=O)NCC(=O)Nc2ccc(F)cc2)nnc1-c1cccs1	0.9	-2	1	23	5	6	-4	5	-2
CSc1nnc(-c2ccc(S(=O)(=O)N3CCCC3)cc2)n1C	-0.9	-1	6	-8	3	0	1	7	47
Cc1nc2ccc(S(=O)(=O)NC(CC(C)C)C(=O)O)cc2s1 (stereo not given)	-2.0	-5	4	-39	-38	-1	16	3	-2
Cc1ccc2nc(NC(=O)CSCc3ccccc3)sc2c1	2.1	-19	-2	1	1	4	6	4	46
NS(=O)(=O)c1ccc(N/N=C/c2cn(-c3ccccc3)nc2-c2cccs2)c([N+](=O)[O-])c1	38*	9	3	14	-2	1	-4	3	61
Cc1nnc(Sc2cc(C(=O)NCCCOC(C)C)c3ccccc3n2)s1	0.1	-2	-5	5	3	-6	.	5	-7
Cc1ccsc1-c1nc(CSCC(=O)NCCN2CCCC2)c(C)o1	-0.1	-6	-3	-11	-22	1	4	1	30

Bioassay records from PubChem.
